# Source: PubChem (The Scripps Research Institute Molecular Screening Center)
# GPR151 ag: activates the human receptor GPR151; Q8TDV0; PathHunter beta-arrestin GPR151 cells, luminescence; activation, % at 11.2 µM; hit rate 1% among 650,000; AID 1508602; in the data active means activation above about 4.9%;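 further: 0% = median of compound wells and 100% = cells with positive control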
# Target sequence (Q8TDV0 whole entry, looked up): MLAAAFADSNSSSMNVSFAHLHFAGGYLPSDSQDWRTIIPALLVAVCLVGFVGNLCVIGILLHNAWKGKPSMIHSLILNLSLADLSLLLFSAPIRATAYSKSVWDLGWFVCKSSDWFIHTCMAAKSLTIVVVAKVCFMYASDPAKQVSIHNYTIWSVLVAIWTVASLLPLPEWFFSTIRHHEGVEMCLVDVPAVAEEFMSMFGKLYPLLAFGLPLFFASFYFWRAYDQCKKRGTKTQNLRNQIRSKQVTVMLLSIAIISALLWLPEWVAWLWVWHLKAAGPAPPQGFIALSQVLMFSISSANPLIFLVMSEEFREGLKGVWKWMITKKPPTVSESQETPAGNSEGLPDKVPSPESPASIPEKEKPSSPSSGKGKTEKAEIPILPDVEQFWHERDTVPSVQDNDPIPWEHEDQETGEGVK
# FBW7 act: human FBW7 E3 ligase activation, primary screen; Q969H0; normalized activity (activation), % at 26.1 µM; AlphaScreen FBW7–phospho-cyclin E peptide binding, activator screen; hit rate 0.13% among 650,000; in the data active means normalized activity above about 1.9%;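 further: purified mutant Fbw7 with reduced substrate affinity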
# MITF inh: blocks human microphthalmia-associated transcription factor. O75030. AlphaScreen MITF homodimerization, bead proximity signal. inhibition, % at 2.6 µM. hit rate 0.91% among 650,000. AID 1259374; in the data active means inhibition above about 50%;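 further: 0% = vehicle wells with protein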
# Target sequence (O75030 whole entry, looked up): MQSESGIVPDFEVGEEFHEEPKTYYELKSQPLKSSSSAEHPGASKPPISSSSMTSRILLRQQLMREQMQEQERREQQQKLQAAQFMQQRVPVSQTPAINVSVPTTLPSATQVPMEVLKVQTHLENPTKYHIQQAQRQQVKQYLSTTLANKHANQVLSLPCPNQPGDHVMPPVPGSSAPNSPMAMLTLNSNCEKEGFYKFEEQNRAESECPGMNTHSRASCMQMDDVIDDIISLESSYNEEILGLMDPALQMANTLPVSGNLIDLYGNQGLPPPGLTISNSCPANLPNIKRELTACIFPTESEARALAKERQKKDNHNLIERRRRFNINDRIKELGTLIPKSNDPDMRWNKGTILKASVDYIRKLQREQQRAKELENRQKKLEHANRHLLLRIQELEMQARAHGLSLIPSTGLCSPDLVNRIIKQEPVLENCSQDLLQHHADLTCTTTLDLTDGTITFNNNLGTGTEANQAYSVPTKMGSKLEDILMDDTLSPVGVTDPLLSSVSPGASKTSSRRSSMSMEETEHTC
# TEAD-YAP block: TEAD-YAP interaction inhibition; HEK-TIYL cells, TEAD-Gal4/YAP UAS-luciferase luminescence; inhibition, % at 9.12 µM; hit rate 1.4% among 640,000; AID 1259422; in the data active means inhibition above about 32%;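 further: 0% = median of test compound wells and 100% = reference inhibitor wells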
# Active calls of the source: *; & = joins results of further samples. Rows are unselected. Share with any hit: about 3.4%.
# Below each compound – GPR151 ag, FBW7 act, MITF inh, TEAD-YAP block
CC(Cc1cccs1)NC(=O)NCc1cccc2ccccc12 (stereo unspecified)
 : -0.4, 0.1, 6, 2
CC1=CN2C(=NC(=O)CC2(C)C(=O)N(CC(=O)NC(C)(C)C)C2CCCC2)C=C1 (stereo unspecified)
 : -0.3, 0.7, 14, 6
CCc1[nH]nc2c1C(c1ccccc1OC)C(C#N)=C(N)O2 (stereo unspecified)
 : 0.0, -0.1, 0, -3
CCOC(=O)CC(=O)CSc1nc(-c2cccs2)cc(-c2cccs2)c1C#N
 : -0.9, 0.1, 7, -1
O=C1NN(c2cccc(Cl)c2)C(=O)/C1=C\c1ccc(O)c([N+](=O)[O-])c1
 : -0.1, 0.0, -1, -4
CC(=O)Nc1ccc(C2C(C#N)=C(N)Oc3c2c(C)nn3-c2cccc(Cl)c2)cc1 (stereo unspecified)
 : -1.1, -0.6, 3, -2
CCCCSc1nnc2c(n1)OC(c1ccc(OC)c(C)c1)Nc1ccccc1-2 (stereo unspecified)
 : 1.2, 0.1, 17, -1
COc1ccc(C(C[N+](=O)[O-])c2c(C)[nH]c3ccccc23)cc1 (stereo unspecified)
 : -0.5, 0.2, -2, 4
CCn1cc(CN2CCc3nnc(-c4ccccc4)n3CC2)c(C)n1
 : 1.0, 0.4, 7, 2
CCCCn1nc(C(=O)N(C)CC(=O)Nc2ccc(F)c(F)c2F)ccc1=O
 : 0.3, -0.1, 5, 4
COc1ccc(OC)c(/C=N/NC(=O)c2cc[n+](CCO)cc2)c1
 : -1.2, 0.0, -3, -10
O=C(NCCCN1CCCC1=O)C1CC2CCCN2C12C(=O)Nc1ccccc12 (stereo unspecified)
 : 2.4, 0.2, 13, 1
COc1ccc(-c2cc(C(F)(F)F)n3ncc(C(=O)Nc4sc5c(c4C#N)CCCCC5)c3n2)cc1
 : -0.5, 0.3, 9, 0
COc1ccccc1NC(=O)C(=O)NNC(=O)COc1ccc(Br)cc1C
 : -1.5, 0.2, 3, 3
COc1ccc(N2C(=O)C3CCC(C)CC3C2=O)cc1 (stereo unspecified)
 : -0.7, 0.0, -2, -1
Cc1ccc(C(=O)C(=O)c2ccc(C)c([N+](=O)[O-])c2)cc1[N+](=O)[O-]
 : 0.1, 0.1, -4, -12
CCCCCC(=O)N/N=C/c1ccc(O)c(OC)c1
 : 0.6, -0.1, 10, 3
O=C(CSc1nnc(-c2ccncc2)o1)c1ccc2c(c1)OCCO2
 : -0.8, -0.1, 10, 0
Cc1cccc(NC(=O)c2ccc3c(c2)S(=O)(=O)c2ccccc2C3=O)c1
 : 1.5, 0.1, 3, -5
CC(C)n1c(-c2c(-c3ccc4ccccc4n3)cnc3ccccc23)nc2ccccc21
 : 0.0, -0.2, 10, -40

# A second format for part of the listing above.
SMILES	GPR151 ag	FBW7 act	MITF inh	TEAD-YAP block
COc1ccc(N2C(=O)C3CCC(C)CC3C2=O)cc1 (stereo unspecified)	-0.7	0.0	-2	-1
CCCCCC(=O)N/N=C/c1ccc(O)c(OC)c1	0.6	-0.1	10	3

# More records follow.
# Below each compound – GPR151 ag, FBW7 act, MITF inh, TEAD-YAP block
COc1ccc(S(=O)(=O)N(CC(=O)Nc2cccc(Cl)c2)c2ccc(C)cc2)cc1
 : -0.1, 0.0, -3, -4
O=C1CC(N2CCN(Cc3ccccc3)CC2)C(=O)N1Cc1ccccc1 (stereo unspecified)
 : 0.0, -0.1, 9, 2
O=C(c1ccc(F)cc1)N1CCN(C(=O)c2cccc(Cl)c2)CC1
 : 0.5, 0.9, 11, 2
CC(=O)c1ccc(NC(=O)CN2CCC(n3cnc4cc(F)ccc43)CC2)cc1
 : -0.6, -0.2, 8, -1
CC(C)N(CCNC(=O)c1ccc2nc(-c3csc4ccccc34)sc2c1)C(C)C
 : 1.3, 0.0, 12, -31
Cc1[nH]c(-c2ccc(F)cc2)cc1C(=O)N1CCCCC1
 : 2.4, -0.1, -15, -37
COc1ccc(-n2nnnc2C2CCN(S(=O)(=O)c3ccccc3C#N)CC2)cc1
 : 0.9, 0.1, 11, 3
Cc1ccc(C(C)C(=O)N2CCC(n3nnc4ccccc4c3=O)CC2)cc1 (stereo unspecified)
 : -0.7, 0.0, 8, 2
CCCCNC(=O)CSc1nc2sc(C(=O)OCC)c(C)c2c(=O)n1Cc1ccco1
 : 0.4, 0.2, 15, -15
Cc1cc(=O)n2[nH]c(-c3cccnc3)nc2n1
 : -1.5, 0.0, -3, -2
O=C(CSCc1ccc(Br)cc1)NCCSCc1ccco1
 : 0.5, 0.0, 12, -2
CCOC(=O)C1=C(C)N=c2s/c(=C\Cc3cc(Cl)ccc3O)c(=O)n2C1c1ccc(OC)c(OC)c1 (stereo unspecified)
 : -1.9, -0.1, -14, 1
COc1ccc(CC(=O)Nc2ccc(N3CCC(NCCCn4cccn4)CC3)cc2)cc1
 : -0.3, -0.2, 11, 0
S=C(Nc1ccccc1)Nc1ccc(C23CC4CC(CC(c5ccccc5)(C4)C2)C3)cc1
 : -0.4, -0.1, 2, 6
O=C(NCCOC(=O)c1ccc([N+](=O)[O-])cc1)c1cccnc1
 : -0.3, 0.0, 3, 3
CCCOc1ccc(C2/C(=C(/O)c3ccc(S(=O)(=O)N(C)C)cc3)C(=O)C(=O)N2Cc2cccnc2)cc1 (stereo unspecified)
 : -0.4, 0.0, -3, -8
O=C(NCCc1ccccc1)c1ccc2c(=O)n(C3CCCC3)c(=S)[nH]c2c1
 : -1.2, -0.1, 4, 0
O=C(O)CN1C(=O)/C(=C\c2cccn2-c2ccccc2)SC1=S
 : 0.3, 0.5, 20, 3
c1ccc(CN2CCC(Nc3ccnc(-c4ccccc4)n3)CC2)cc1
 : 1.0, 0.1, 4, -3
COc1cccc([C@@H](C)Nc2nncc(-c3ccc(Cl)cc3)n2)c1
 : -1.6, -0.2, -7, 5
COc1ccc(CC(=O)N[C@H](Cn2nnc3ccccc32)C(C)C)cc1OC
 : -0.5, 0.2, -3, 6
Cc1nc2ccccn2c1C(=O)N1CC(C)OC(C)C1 (stereo unspecified)
 : -0.1, -0.2, -1, -3
O=C(Cn1cnc2scc(-c3cccc([N+](=O)[O-])c3)c2c1=O)Nc1ccc(Cl)cc1
 : 1.1, -0.2, -11, 5
CCN(CC)C(=O)C1CCCN(c2cc(C(=O)NCCN3CCOCC3)ccn2)C1 (stereo unspecified)
 : -1.6, -0.1, -1, -3
O=C(Nc1nnc(C2=COCCO2)o1)C1CCCCC1
 : 1.2, -0.1, 10, 3
CC1SC2(C(=O)Nc3ccccc32)N(c2ccc(Cl)cc2)C1=O (stereo unspecified)
 : 1.3, -0.2, 9, -5
O=C(N[C@H]1C[C@H]2C(=O)N[C@@H](COCc3ccccc3)C(=O)N2C1)c1cccc(F)c1F
 : 0.7, 0.0, 10, -7
C=CCNC(=O)CSc1nnc(-c2ccoc2C)n1-c1ccccc1OCC
 : -0.1, -0.1, 14, 1
O=C(CCS(=O)(=O)c1ccc(Br)cc1)Nc1ccc(Cl)cn1
 : -1.1, -0.2, -6, 7
C=CCN(c1ccccc1)C(C(=O)Nc1ccc(C(C)C)cc1)c1ccccc1 (stereo unspecified)
 : -1.3, 0.1, -17, -4
COc1ccc(-c2cc(=O)c3c(OC)c(OC)c(OC)c(OC)c3o2)cc1OC
 : 2.2&1.2, 0.3&0.0, 11&3, 10&-12
O=C(Nc1ccc2c3c(cccc13)CC2)c1cccnc1Cl
 : -0.2, 0.5, 16, 4
CC(=O)c1nnn(-c2nc(N)nc(N(c3ccccc3)c3ccccc3)n2)c1C
 : -0.2, 0.1, 7, 10
COC(=O)c1ccccc1NC(=S)N1CCN(c2ccc(OC)cc2)CC1
 : 0.2, -0.1, 13, 9
CCOC(=O)c1c(NC(=O)/C=C/c2ccc(Br)cc2)sc(C(=O)N(CC)CC)c1C
 : 0.5, 0.0, 1, -5
CCCCc1c(C)c(C#N)c2nc3ccccc3n2c1NCCc1ccc(OC)c(OC)c1
 : 0.6, 0.1, -5, -13
COc1ccccc1-n1c(SCC(=O)N2CCc3ccccc32)nnc1-c1ccncc1
 : 2.7, -0.1, -3, 1
CCOc1cccc(NC(=O)C2CC(=O)N(CCc3ccc(OC)c(OC)c3)C(=Nc3ccc(OC)cc3)S2)c1 (stereo unspecified)
 : 0.3, 0.1, -18, -2
O=C(CN1N=C(c2ccccc2)Cn2c(cc3ccccc32)C1=O)Nc1nccs1
 : -0.2, -0.1, 15, 2
O=C1CCCN1CCCNc1nc(Nc2ccccc2)c2ncn(-c3ccsc3)c2n1
 : -0.5, 0.0, -2, 9

# Six of these compounds in a different format:
canonical_smiles,GPR151 ag,FBW7 act,MITF inh,TEAD-YAP block
O=C1NN(c2cccc(Cl)c2)C(=O)/C1=C\c1ccc(O)c([N+](=O)[O-])c1,-0.1,0.0,-1,-4
CC(=O)Nc1ccc(C2C(C#N)=C(N)Oc3c2c(C)nn3-c2cccc(Cl)c2)cc1 (stereo unspecified),-1.1,-0.6,3,-2
CCCCSc1nnc2c(n1)OC(c1ccc(OC)c(C)c1)Nc1ccccc1-2 (stereo unspecified),1.2,0.1,17,-1
COc1ccc(C(C[N+](=O)[O-])c2c(C)[nH]c3ccccc23)cc1 (stereo unspecified),-0.5,0.2,-2,4
CCn1cc(CN2CCc3nnc(-c4ccccc4)n3CC2)c(C)n1,1.0,0.4,7,2
CCCCn1nc(C(=O)N(C)CC(=O)Nc2ccc(F)c(F)c2F)ccc1=O,0.3,-0.1,5,4

# Continued:
# Below each compound – GPR151 ag, FBW7 act, MITF inh, TEAD-YAP block
COc1ccc(C2CC(c3c(-c4ccccc4)c4cc(Br)ccc4[nH]c3=O)=NO2)cc1 (stereo unspecified)
 : 8.4*, 0.1, -11, 1
CCOC(=O)/C(C#N)=C/c1ccc(N2C(=O)C3C4C=C(C)C(C4)C3C2=O)cc1 (stereo unspecified)
 : 1.7, 0.2, 25, -2
CC(C)(C)NC(=O)CSc1nc(-c2ccccc2)cc(=O)[nH]1
 : -0.1, 0.5, 9, 14
CN(C)C(=O)c1cc(-c2ccncc2)ccc1NC(=O)C1COc2ccccc2C1 (stereo unspecified)
 : -1.5, 0.1, 33, 4
CCC(Cc1ccccc1)NS(=O)(=O)c1ccc2c(c1)SC(C)CN2C(C)=O (stereo unspecified)
 : 2.1, 0.1, -1, -2
COc1ccc(-c2cnc(NC(=O)c3cccc([N+](=O)[O-])c3)n2C)cc1
 : 0.1, -0.2, -2, -30
CS(=O)(=O)c1ccccc1CN1CCC(NCCc2ccccn2)CC1
 : -0.5, 0.2, 7, 7
CCN(CC)C(=O)C(C)N(C#N)c1nc(Cl)nc(N(C)C)n1 (stereo unspecified)
 : -0.7, 0.3, -5, -4
COc1ccc(C(=O)NCC(=O)OCC(=O)c2ccc3c(c2)NC(=O)CO3)cc1[N+](=O)[O-]
 : -0.3, 0.0, 15, 9
COc1ccc(-c2cc(C(F)(F)F)nc3ncnn23)cc1
 : 0.6, 0.0, -13, 5
O=C(c1cc(S(=O)(=O)N2CCCCC2)c(Cl)cc1N1CCCC1)N1CCCCC1
 : -1.7, 0.2, 3, 8
Cc1n[nH]c(C)c1S(=O)(=O)N1CCN(c2ccccc2F)CC1
 : 0.5, 0.0, 7, 5
Cc1sc2c(c1C)CN(C(C)C)CN2C(=O)c1ccccc1
 : -3.4, 0.4, 23, -38
Cc1ccc(C(=O)CSc2nnc(N)s2)s1
 : -0.8, 0.2, 11, -13
COC(=O)CC1=C(C(=O)OC)C(c2ccc(OC)c(Cl)c2)C(C#N)=C(N)O1 (stereo unspecified)
 : 0.0, 0.1, 3, -1
FC(F)(F)c1ccc(Nc2nc(NCc3cccnc3)c3ncn(-c4ccsc4)c3n2)cc1
 : 0.9, -0.1, 5, -4
Cc1occc1C(=O)NCc1ccc(F)cc1
 : 0.8, 0.6, 13, -8
Cc1cc(C)c2c(c1)-c1c(ssc1=S)C(C)(C)N2C(=O)CN1CCCCC1
 : 2.6, -0.1, 30, 4
NC(=O)CSc1nc2cccnc2n1-c1ccc(F)cc1
 : -0.8, -0.1, 10, 0
O=C(COc1ccccc1)Nc1ccc(C(=O)NCC2OCCc3ccccc32)cc1 (stereo unspecified)
 : -0.5, 0.0, 0, 20
COc1ccccc1NC(=O)Cn1cnc2sc(C(=O)N3CCN(Cc4ccc5c(c4)OCO5)CC3)c(C)c2c1=O
 : -0.6, -0.1, -5, 0
O=C(COc1ccc(Cl)cc1Cl)Nc1ccc(N2CCOCC2)cc1
 : 0.7, 0.2, -2, -7
CC(C)(C)n1nnnc1C(c1cc2cc3c(cc2[nH]c1=O)OCCO3)N1CCOCC1 (stereo unspecified)
 : -2.0, 0.1, 8, 7
NC(CO)C(O)c1ccc([N+](=O)[O-])cc1 (stereo unspecified)
 : -0.1, -0.1, -4, 2
COc1cc(OC)cc(C(=O)NNC(=S)Nc2ccc(F)c(Cl)c2)c1
 : 3.8, -0.2, 2, 11
Cc1nc2sccn2c1CN1CCc2nnc(C3CCCO3)n2CC1 (stereo unspecified)
 : 0.6, -0.1, -3, 1
COc1ccc(Cl)cc1NC(=O)c1sc2nc(C)nc(N3CCOCC3)c2c1C
 : 0.7, 0.0, 3, 1
CC(C)CN1CCN(Cc2nc(-c3ccccc3)no2)CC1CCO (stereo unspecified)
 : 0.3, 0.1, 0, 1
CCCNC(=O)C1CCCN(S(=O)(=O)c2c(C)noc2/C=C/c2cccs2)C1 (stereo unspecified)
 : 0.3, -0.4, -1, -10
